# ROS inducer – cancer cell ROS induction. ROS induction (% of piperlongumine), % at 10 µM. AID 624156. 2% of 46,000 active. U2OS ROS induction, H2DCF-DA fluorescence; in the data active means ROS induction above about 79%, passing the limit was not always enough; inconclusive means no clear call, values can overlap the other calls;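 further: 0% = DMSO vehicle median and 100% = reference compound median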
# Starred values were filed as active, the others as inactive; ? = inconclusive.
SMILES,ROS inducer
Cc1ccc(S(=O)(=O)N(C)C[C@H]2Oc3c(NC(=O)Nc4ccc(C(F)(F)F)cc4)cccc3C(=O)N([C@H](C)CO)C[C@@H]2C)cc1,2
CC1=C(C/C=N/NC(=O)c2ccccn2)C(C)(C)CCC1,19
COc1ccc(NC(=O)N(C)C[C@H]2OCCCC[C@@H](C)Oc3ccc(NC(=O)Cc4ccccc4)cc3C(=O)N([C@H](C)CO)C[C@@H]2C)cc1,6
CN(CCOC(=O)c1ccc(Cl)cc1)c1ncc(C(F)(F)F)cc1Cl,10
CCCC(O)C#Cc1cnc2c(c1)C(=O)N([C@H](C)CO)C[C@H](C)[C@H](CN(C)C(=O)Nc1ccc3c(c1)OCO3)O2 (stereo partly specified),17
COc1cccc(NC(=O)C(C)N(c2ccc(C)c(C)c2)S(C)(=O)=O)c1 (stereo unspecified),-10
COc1ccc(S(=O)(=O)N(C)C[C@H]2Oc3c(NC(=O)C4CCOCC4)cccc3C(=O)N([C@@H](C)CO)C[C@@H]2C)cc1,-1
CC(C)(C)c1ccc(OCc2nnc(Sc3ccc([N+](=O)[O-])cn3)n2-c2ccccc2)cc1,35
C[C@@H]1CN([C@H](C)CO)C(=O)c2cccc(NC(=O)Nc3ccc4c(c3)OCO4)c2O[C@@H]1CN(C)Cc1ccc(Oc2ccccc2)cc1,14
COc1ccc(NC(=O)N(C)C[C@@H]2Oc3c(NC(=O)NC4CCCCC4)cccc3C(=O)N([C@H](C)CO)C[C@@H]2C)cc1,32
CCCNC(=O)Cn1ncc2c3ccccc3n(Cc3ccccc3)c2c1=O,-4
Cc1noc(C)c1NC(=O)N(C)C[C@@H]1Oc2ccc(NC(=O)Nc3cccc4ccccc34)cc2C(=O)N([C@H](C)CO)C[C@@H]1C,-9
CC(C)NC(=O)N(C)C[C@H]1Oc2ccc(NC(=O)NC3CCCCC3)cc2CC(=O)N([C@@H](C)CO)C[C@H]1C,8
COc1ccc(S(=O)(=O)Nc2cccc3c2O[C@H](CN(C)Cc2ccc(Cl)c(Cl)c2)[C@@H](C)CN([C@H](C)CO)C3=O)cc1,5
C[C@H](CO)N1C[C@H](C)[C@H](CN(C)C(=O)NC2CCCCC2)Oc2ccc(NS(=O)(=O)c3cn(C)cn3)cc2CC1=O,-4
C[C@@H]1CN([C@@H](C)CO)C(=O)c2cccc(NC(=O)Nc3ccccc3)c2O[C@H]1CN(C)S(=O)(=O)c1cccs1,-3
CCC1(CC)COC2(OC1)C(=O)Nc1ccc(F)cc12,-17
COC1C=CC23c4cc5c(cc4CN(C[C@H]2O)[C@@H]3C1)OCO5 (stereo partly specified),-6
COc1ccc(CCNC(=S)N(C)C)cc1OC,-6
COc1ccc(OC)c(C2C(C(=O)c3ccco3)C(=O)C(=O)N2CCN2CCOCC2)c1 (stereo unspecified),-1
O=C1C2CC=CCC2C(=O)N1c1ccccc1O (stereo unspecified),8
C[C@H]1CN([C@@H](C)CO)C(=O)c2cccc(NC(=O)Nc3ccc(C(F)(F)F)cc3)c2O[C@@H]1CN(C)C(=O)Nc1ccc(C(F)(F)F)cc1,-6
COc1ccc(C(=O)NCC(=O)Nc2cc(OC)ccc2OC)cc1,?
Cc1ccc(CCNC(=O)C2CCN(c3nc4ccccc4o3)CC2)cc1,-1
O=C(CCN1C(=O)c2ccc([N+](=O)[O-])cc2C1=O)Nc1ccccc1I,5

# Later entries.
SMILES,ROS inducer
C[C@@H]1CN([C@H](C)CO)C(=O)c2cc(NS(=O)(=O)c3ccccc3)ccc2O[C@H]1CN(C)S(=O)(=O)c1ccc(F)cc1,9
CC(C)NC(=O)Nc1ccc2c(c1)C(=O)N([C@H](C)CO)C[C@@H](C)[C@@H](CN(C)C(=O)Nc1cccc3ccccc13)O2,-3
C[C@H](CO)N1C[C@H](C)[C@H](CN(C)Cc2ccc(Oc3ccccc3)cc2)Oc2c(NC(=O)c3cnccn3)cccc2C1=O,34
Cn1c(=O)c2[nH]c(NCCN3CCOCC3)nc2n(C)c1=O,9
Cc1noc(C)c1NC(=O)N(C)C[C@@H]1Oc2ccc(NS(C)(=O)=O)cc2C(=O)N([C@H](C)CO)C[C@@H]1C,-7
C[C@H]1CN([C@@H](C)CO)C(=O)Cc2cc(NS(=O)(=O)c3ccccc3)ccc2O[C@H]1CN(C)C(=O)Nc1ccc(F)cc1,-6
C=C(C)C1CCC2(C(=O)O)CCC3(C)C(CCC4C5(C)C(C=O)C(O)C(C)(C)C5CCC43C)C12 (stereo unspecified),0
CCOC(=O)c1nnc2c(Br)c(C)nn2c1C,-1
C[C@@H]1CN([C@H](C)CO)C(=O)CCCn2nncc2CO[C@@H]1CN(C)Cc1cccnc1,1
COC(=O)N(C)CC1Cc2ccccc2O1 (stereo unspecified),-1
Cc1ccc(S(=O)(=O)N(C)C[C@@H]2Oc3c(NC(=O)NC4CCCCC4)cccc3C(=O)N([C@H](C)CO)C[C@H]2C)cc1,-7
CCc1cc(C)cc(OCCNC(=O)c2ncn[nH]2)c1,-16
Cc1ccnc(SCC(=O)Nc2cccc(C(F)(F)F)c2)n1,-4
COc1ccc(CN(C)C[C@H]2Oc3ccc(NC(=O)Nc4ccc5c(c4)OCO5)cc3CC(=O)N([C@@H](C)CO)C[C@@H]2C)cc1,-8
C[C@H](CO)N1C[C@H](C)[C@@H](CN(C)S(=O)(=O)c2ccccc2)Oc2ccc(N(C)C)cc2C1=O,-6
C[C@H]1CN([C@@H](C)CO)C(=O)Cc2cc(NC(=O)Nc3ccc(C(F)(F)F)cc3)ccc2O[C@H]1CN(C)Cc1ccc(-c2ccccc2)cc1,12
S=c1[nH]nc(COc2ccc3c(c2)CCCC3)o1,12
O=C(CCCn1c(=S)[nH]c2cc3c(cc2c1=O)OCO3)N1CCN(c2ccccc2F)CC1,9
C[C@H]1CN([C@@H](C)CO)C(=O)c2cc(NS(C)(=O)=O)ccc2O[C@H]1CN(C)CC1CCCCC1,-3
C[C@H]1CN([C@@H](C)CO)C(=O)Cc2cc(NC(=O)CCCCCC(=O)Nc3ccccc3N)ccc2O[C@@H]1CN(C)CC1CC1,-4
Cc1ccc([N+](=O)[O-])cc1NC(=O)CN(C)S(=O)(=O)c1ccc(Br)cc1,0
O=C(CNS(=O)(=O)c1ccccc1)Nc1cc(Cl)cc(Cl)c1,-5
CCc1ccc(NC(=O)Cn2cc(S(=O)(=O)c3ccccc3)c(=O)c3ccccc32)cc1,35
Cc1noc(C)c1NC(=O)Nc1ccc2c(c1)CC(=O)N([C@@H](C)CO)C[C@@H](C)[C@@H](CN(C)C(=O)Nc1ccc(C(F)(F)F)cc1)O2,-1
COC(=O)NC(C)N1C(=O)C2C3C=CC(C3)C2C1=O (stereo unspecified),-10

# Further records:
SMILES,ROS inducer
COc1ccc(-c2coc3cc(O)ccc3c2=O)c(OC)c1O,0
COc1ccccc1NC(=O)CSc1ccccn1,-2
C[C@H](CO)N1C[C@H](C)[C@H](CN(C)S(C)(=O)=O)Oc2ccc(NC(=O)NC3CCCCC3)cc2CC1=O,-12
C[C@H](CO)N1C[C@H](C)[C@H](CN(C)Cc2ccc(C(=O)O)cc2)Oc2ccc(NS(=O)(=O)c3ccc(F)cc3)cc2C1=O,-9
COc1ccc(NC(=O)CN(C)S(=O)(=O)c2ccc(C)cc2)cc1OC,-16
CC(C)=CCCC1(C)C=Cc2c(c(C)cc3c2[nH]c2cc(O)ccc23)O1 (stereo unspecified),-15
Cc1cc(C)c2c(=O)[nH]c(SCC(=O)c3cccs3)nc2n1,21
COc1cc(O)c(Cc2ccccc2O)c(O)c1C(=O)CCc1ccccc1,-5
NC(=O)[C@H]1[C@@H]2C(=O)O[C@@H](c3ccccc3)[C@@H](c3ccccc3)N2[C@@H](c2ccc(OCCO)cc2)[C@]12C(=O)Nc1ccccc12,26
Cc1noc(C)c1NC(=O)N(C)C[C@H]1Oc2ccc(NC(=O)C3CC3)cc2C(=O)N([C@H](C)CO)C[C@@H]1C,-11
C[C@@H]1CN([C@H](C)CO)C(=O)Cc2cc(NS(=O)(=O)c3cccs3)ccc2O[C@H]1CN(C)Cc1ccc(C(=O)Nc2ccccc2N)cc1,1
C[C@H](CO)N1C[C@H](C)[C@H](CN(C)C(=O)Nc2ccccc2)Oc2ncc(/C=C/c3ccccc3)cc2C1=O,27
CC(NC(=O)CSc1nnc(-c2cccc(F)c2)n1-c1ccccc1)c1ccccc1 (stereo unspecified),23
C[C@@H]1CN([C@H](C)CO)C(=O)c2cc(NC(=O)Nc3ccc4c(c3)OCO4)ccc2O[C@@H]1CN(C)C(=O)Nc1ccccc1,0
COC(=O)c1ccc(NC(=O)CSc2ncnc3sc(C)c(C)c23)cc1,-6
O=C(NCCC1=CCCCC1)c1ccc2c(Cl)c3c(nc2c1)CCC3,24
COc1ccc(CN(C)C[C@@H]2Oc3ccc(NC(=O)Nc4cccc5ccccc45)cc3C(=O)N([C@H](C)CO)C[C@@H]2C)cc1,16
O=C(Nc1ccc(NC(=S)NC(=O)c2cc3ccccc3o2)cc1)c1ccco1,16
COc1ccc(O)c(/C=N/NC(=O)c2ccccc2O)c1,9
CCC(C)NC(=O)Nc1ccc(C)c(Cl)c1 (stereo unspecified),-8
O=C(CSc1nnc2scc(-c3ccccc3)n12)N1CCCCCC1,8
O=C(COc1cccc2ccccc12)N1c2ccccc2CCc2ccccc21,14
S=C(Nc1cccc(Cl)c1)NC1CCSc2ccc(Cl)cc21 (stereo unspecified),-13
COc1ccc(NC(=O)Nc2ccc3c(c2)C(=O)N([C@@H](C)CO)C[C@H](C)[C@@H](CN(C)C(=O)Nc2c(C)noc2C)O3)cc1,-5
Cc1ccc(S(=O)(=O)NCC(=O)N2CCC(C)CC2)cc1,-2

# The list continues:
SMILES,ROS inducer
CN1C(=O)CC(c2ccccc2)C1=O (stereo unspecified),-2
N=c1ccccn1CC(O)c1ccccc1 (stereo unspecified),8
C[C@@H]1CN([C@@H](C)CO)C(=O)Cc2cc(NC(=O)Nc3ccc(C(F)(F)F)cc3)ccc2O[C@@H]1CN(C)CC1CCCCC1,7
C[C@H](CO)N1C[C@H](C)[C@H](CN(C)S(=O)(=O)c2cccs2)Oc2c(NC(=O)c3ccc(-c4nccs4)cc3)cccc2C1=O,71
COc1ccc(S(=O)(=O)Nc2ccc3c(c2)CC(=O)N([C@H](C)CO)C[C@H](C)[C@H](CN(C)S(=O)(=O)c2ccc(C)cc2)O3)cc1,11
O=[N+]([O-])c1ccc(OCc2nc(-c3ccncc3)no2)cc1,8
COc1ccccc1C(=O)Nc1ccc2oc(-c3ccc4ccccc4c3)nc2c1,74
COc1ccc(C(=O)NCc2ccc(C(=O)O)o2)cc1,12
Nc1nnc(SCC(=O)Nc2ccc(I)cc2)s1,-4
C[C@H](CO)N1C[C@H](C)[C@H](CN(C)Cc2ccccc2)Oc2ccc(NC(=O)Cn3cnnn3)cc2C1=O,5
COc1ccc(S(=O)(=O)Nc2ccc3c(c2)CC(=O)N([C@@H](C)CO)C[C@H](C)[C@H](CN(C)Cc2ccc(C(=O)Nc4ccccc4N)cc2)O3)cc1,-1
Cc1cccc(-n2c3c(c(=O)[nH]c2=S)C(NC(=O)CN2CCCC2=O)(C(F)(F)F)C(=O)N3)c1 (stereo unspecified),-1
C[C@@H]1CN([C@@H](C)CO)C(=O)c2cccc(NS(=O)(=O)c3ccccc3)c2O[C@@H]1CN(C)CC1CCCCC1,-7
C[C@@H]1CN([C@H](C)CO)C(=O)c2cccc(NC(=O)Nc3cccc4ccccc34)c2O[C@@H]1CN(C)Cc1ccc2c(c1)OCO2,-2
C[C@H]1CN([C@@H](C)CO)C(=O)c2cc(NC(=O)c3ccncc3)ccc2O[C@H]1CN(C)C(=O)NC1CCCCC1,-8
C[C@@H]1CN([C@H](C)CO)C(=O)c2cccc(NC(=O)C3CCOCC3)c2O[C@H]1CN(C)Cc1ccc(Cl)c(Cl)c1,26
COc1ccccc1-n1c(SCC(=O)c2ccc3c(c2)CCCC3)nc2ccccc2c1=O,-10
Cc1ccc(C)c(NC(=O)CN(c2ccc(C)c(Cl)c2)S(C)(=O)=O)c1,2
O=C(CCCCC(=O)N/N=C/c1cccc(Oc2ccccc2)c1)NO,-19
Cc1noc(C)c1NC(=O)Nc1ccc2c(c1)CC(=O)N([C@@H](C)CO)C[C@H](C)[C@@H](CN(C)Cc1ccc(Cl)c(Cl)c1)O2,30
C[C@@H]1CCCCO[C@@H](CN(C)Cc2ccccc2)[C@@H](C)CN([C@H](C)CO)C(=O)c2cc(NS(=O)(=O)c3ccccc3)ccc2O1,13
OC(CSc1ccccn1)CC(O)c1ccccc1 (stereo unspecified),4
CC(C)NC(=O)Nc1cccc2c1O[C@@H](CN(C)C(=O)Nc1cccc3ccccc13)[C@@H](C)CN([C@@H](C)CO)C2=O,-5
Cn1nnnc1SCC(=O)Nc1ncccn1,-3

# A portion of the library; rates above refer to the full screens.
